Assay outcomes (PubChem)
UBC13 inh: human UBC13 polyubiquitination inhibition | P61088 | UBC13 polyubiquitin chain formation, TR-FRET | inhibition, % at 20 µM | actives 0.47% (n = 330,000); in the data active = inhibition above about 45%, passing the limit was not always enough; inconclusive = no clear call, values can overlap the other calls
Target sequence (P61088 whole entry, looked up): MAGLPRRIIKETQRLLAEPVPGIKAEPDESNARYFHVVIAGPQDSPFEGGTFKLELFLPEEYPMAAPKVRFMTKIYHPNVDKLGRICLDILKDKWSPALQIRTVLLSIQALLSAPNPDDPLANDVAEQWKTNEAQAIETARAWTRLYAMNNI
Apaf1 inhib: blocks human Apaf-1 apoptosome activity | reconstituted apoptosome caspase-3 activity, DEVD-Rh110 fluorescence | inhibition, % at 20 µM | actives 0.71% (n = 330,000) | AID 489030; active = inhibition of at least 40% at 20 µM;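 note: plate controls were DMSO wells for no effect and DEVD-CHO caspase inhibitor wells for full effect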
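System – cell-free apoptosome with Apaf-1, procaspase-3 and caspase-9 · Buffer or medium – pH 7.5 Hepes buffer with CHAPS, BSA, DTT · Also added – cytochrome c with DEVD-Rh110 · Times – 30 min compound preincubation, 50 min activation, room temperature · Technique – Rh110 fluorescence intensity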
SENP8 inh: SENP8 protease inhibition | Q96LD8 | purified SENP8, Z-RLRGG-aminoluciferin cleavage, luminescence | inhibition, % at 10 µM | actives 1.2% (n = 330,000)
Target sequence (Q96LD8 whole entry, looked up): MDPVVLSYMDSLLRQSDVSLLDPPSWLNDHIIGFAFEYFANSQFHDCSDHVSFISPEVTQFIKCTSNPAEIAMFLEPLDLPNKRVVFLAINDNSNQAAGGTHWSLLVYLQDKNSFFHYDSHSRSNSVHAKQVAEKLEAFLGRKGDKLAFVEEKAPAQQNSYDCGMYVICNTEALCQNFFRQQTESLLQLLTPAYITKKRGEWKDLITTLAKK
Gli-Sufu block: antagonists of Gli-Sufu signaling; inhibition, % at 5 µM; Sufu-KO-LIGHT fibroblasts, Gli luciferase reporter luminescence; actives 0.74% (n = 340,000);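 active = inhibition above about 55%, limit read from the data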;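 note: 0% = DMSO-treated cells and 100% = wells with medium but no cells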
Jurkat NFkB inh: inhibitors of the PMA/ionomycin-induced NF-kB reporter in Jurkat cells | actives 0.53% (n = 330,000) | inhibition, % at 4 µM | AID 435003 | PMA/ionomycin-induced NF-kB luciferase reporter, luminescence
CCR6 antagonist: antagonists of human CCR6 receptor; CHO-K1 CCR6 PathHunter beta-arrestin, luminescence, CCL20-stimulated; actives 0.49% (n = 340,000); inhibition, % at 20 µM;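 active = compounds whose inhibition of the agonist-driven luminescence signal at 20 µM reaches about 50%, limit read from the data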;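 note: cells stimulated with CCL20 at 14 nM final; plate controls were DMSO with CCL20 for no effect and DMSO without agonist for full effect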
697 NFkB inh: lowers PMA/ionomycin-induced NF-kB signal in 697 B cells; 697 B-cell NF-kB luciferase reporter, 16 h; inhibition, % at 4 µM; actives 0.33% (n = 330,000); AID 435022; in the data active = inhibition above about 35%
EBI2 block: EBI2 (human) antagonism; actives 0.81% (n = 360,000); inhibition, % at 5 µM; P32249; EBI2 beta-arrestin recruitment, luminescence, 7a,25-OHC stimulated; in the data active = inhibition above about 38%;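 note: enzyme fragment complementation signal reports receptor beta-arrestin coupling in cells; 0% = agonist plus DMSO wells and 100% = wells without agonist; some results beyond the cut were filed as inactive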
Target sequence (P32249 whole entry, looked up, the tested form may be a part): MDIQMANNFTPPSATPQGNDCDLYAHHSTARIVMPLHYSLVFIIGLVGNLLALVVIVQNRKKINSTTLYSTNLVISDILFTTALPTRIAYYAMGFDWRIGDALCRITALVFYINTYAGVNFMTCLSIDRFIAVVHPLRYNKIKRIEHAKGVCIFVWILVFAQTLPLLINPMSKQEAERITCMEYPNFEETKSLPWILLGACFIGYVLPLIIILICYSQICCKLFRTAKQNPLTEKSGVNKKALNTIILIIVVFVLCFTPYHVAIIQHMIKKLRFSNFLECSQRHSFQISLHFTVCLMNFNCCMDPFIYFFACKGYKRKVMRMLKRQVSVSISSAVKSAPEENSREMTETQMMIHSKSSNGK
Starred values were filed as active, the others as inactive; i = inactive; ? = inconclusive. Cut-off read from the data, not from the text of the source, unless noted: active = inhibition above about 50%; inactive = the rest. Some of the compounds tested; the hit share may differ from the screen's.

1. CC(=O)Nc1ccc(NC(=O)/C(=C/c2ccco2)NC(=O)c2ccccc2)cc1
2. COC(=O)[C@]1(C)N[C@H](CN(C)C(=O)Nc2ccc(C)cc2)[C@@H]2C(=O)N(C)C(=O)[C@@H]21
3. CC(C)COc1ccc(CSCCNC(=S)Nc2ccccc2)cc1
4. COc1ccc(/C=C/C=C2\NC(=S)NC2=O)cc1
5. Cc1cc(C)cc(-n2ncc3c2CCCC3NC(=O)CCCn2cncn2)c1 (stereo not given)

Assay by compound	1	2	3	4	5
Jurkat NFkB inh	5	2	19	-13	11
697 NFkB inh	16	0	21	0	17
Gli-Sufu block	2	-1	8	4	0
SENP8 inh	6	-4	0	3	0
UBC13 inh	-3	-18	6	-9	1
Apaf1 inhib	-6	-4	10	10	-1
EBI2 block	-20	-3	18	-1	-1
CCR6 antagonist	4	-5	8	28	-1

Grouped by structure, those above with four or more nitrogen atoms
2. COC(=O)[C@]1(C)N[C@H](CN(C)C(=O)Nc2ccc(C)cc2)[C@@H]2C(=O)N(C)C(=O)[C@@H]21
5. Cc1cc(C)cc(-n2ncc3c2CCCC3NC(=O)CCCn2cncn2)c1 (stereo not given)

Assay by compound	2	5
Jurkat NFkB inh	2	11
697 NFkB inh	0	17
Gli-Sufu block	-1	0
SENP8 inh	-4	0
UBC13 inh	-18	1
Apaf1 inhib	-4	-1
EBI2 block	-3	-1
CCR6 antagonist	-5	-1

Continued:
6. COc1ccccc1N1C(=O)C2C3CC(c4ccccc4)C(C3)C2C1=O (stereo not given)
7. COc1ccccc1NC(=O)NCC(=O)Nc1ccc(F)c(F)c1
8. COc1cccc(C(=O)NCC(=O)NCc2cc(=O)n(C)c(=O)n2C)c1OC
9. CCOC(=O)N1CCN(C(=O)C2CCC(=O)N(CCCc3ccccc3)C2)CC1 (stereo not given)
10. Cc1cc(C)c2c(N)c(-c3nnc(SCc4ccc(Cl)cc4)n3C)sc2n1

Assay by compound	6	7	8	9	10
Jurkat NFkB inh	12	2	13	21	3
697 NFkB inh	18	12	7	20	4
Gli-Sufu block	1	-1	-17	6	3
SENP8 inh	-4	4	-2	-5	6
UBC13 inh	-5	4	2	11	10
Apaf1 inhib	8	-6	0	-17	-1
EBI2 block	-6	-12	-2	3	-3
CCR6 antagonist	17	10	4	0	1

11. CCCc1nccn1S(=O)(=O)c1cc(OC)ccc1OC
12. CCN(CC)c1ccc(/C=N/n2c(C)nc3ccccc3c2=O)cc1
13. Clc1ccc(-c2nnc(N3CCCC3)nn2)cc1
14. COc1ccc(-c2csc(NC(=O)c3cccc(N4C(=O)CCC4=O)c3)n2)cc1C
15. COc1cc2cc(CN(CCc3ccccc3C)C(=S)NCCCN(C)C)c(=O)[nH]c2cc1OC

Assay by compound	11	12	13	14	15
Jurkat NFkB inh	6	-7	-105	15	-12
697 NFkB inh	5	2	-172	-4	-1
Gli-Sufu block	4	-5	-113	0	13
SENP8 inh	0	-5	2	-4	-4
UBC13 inh	2	0	-25	28	13
Apaf1 inhib	-2	16	-10	1	8
EBI2 block	-5	18	6	1	-19
CCR6 antagonist	8	1	18	0	12

16. CC(C)(C)c1ccc(N/N=C(\C#N)S(=O)(=O)C(C)(C)C)cc1
17. CNc1ncc(C(=O)c2ccc(Cl)c(Cl)c2)s1
18. Cc1ccc(C)c(S(=O)(=O)N2CCCOC2CNC(=O)C(=O)NC2CCCC2)c1 (stereo not given)
19. CN1C(=O)c2ccccc2Sc2ccc(NC(=O)NC3CC3)cc21
20. CN(C)c1ccc(CN(C(=O)COc2ccc(Br)cc2)C2CCS(=O)(=O)C2)cc1 (stereo not given)

Assay by compound	16	17	18	19	20
Jurkat NFkB inh	1	-18	10	-3	-4
697 NFkB inh	-15	-32	-9	18	7
Gli-Sufu block	9	-29	-1	4	-2
SENP8 inh	8	-16	3	-2	0
UBC13 inh	-15	1	-5	-3	-4
Apaf1 inhib	15	1	-3	17	9
EBI2 block	-9	12	-7	4	-4
CCR6 antagonist	9	-23	10	15	-1

21. COc1ccccc1N1CC(C(=O)Nc2nnc(SC)s2)CC1=O (stereo not given)
22. CC1CCCC(C)N1C(=O)COC(=O)c1ccc(Br)c(S(=O)(=O)N2CCOCC2)c1 (stereo not given)
23. Cc1ccc(N2C(=O)N(CC(=O)NCc3ccccc3Cl)C(=O)C2C)cc1 (stereo not given)
24. Cc1nc(-c2ccccc2)sc1-c1nc(-c2ccccc2)ncc1S(=O)(=O)c1ccccc1
25. Cn1ncc([N+](=O)[O-])c1C(=O)Nc1nc2ccccc2n1CCN1CCCCC1

Assay by compound	21	22	23	24	25
Jurkat NFkB inh	-2	-16	-1	-1	-1
697 NFkB inh	1	-1	1	-3	15
Gli-Sufu block	-1	3	-13	-1	-2
SENP8 inh	-4	-18	5	-1	4
UBC13 inh	-5	-10	-8	?	-5
Apaf1 inhib	1	14	0	5	-2
EBI2 block	-11	4	15	29	0
CCR6 antagonist	5	7	8	14	-5

26. C=CCN=C(NC#N)SCC(=O)NCc1ccccc1
27. Cc1ccc2cc(CCNC(=O)c3cccc([N+](=O)[O-])c3)c(=O)[nH]c2c1
28. Cc1cc(NC(=O)C2CCC2)n(-c2ccccn2)n1
29. O=C(Nc1ncn[nH]1)c1ccc(Cl)c(S(=O)(=O)Nc2ccc(Cl)cc2)c1
30. CC(NC(=O)CCNS(=O)(=O)c1cccc2nsnc12)c1ccccc1 (stereo not given)

Assay by compound	26	27	28	29	30
Jurkat NFkB inh	17	5	-18	7	-2
697 NFkB inh	1	8	2	8	15
Gli-Sufu block	0	5	-7	-7	-24
SENP8 inh	-7	2	-6	5	4
UBC13 inh	0	2	7	-10	2
Apaf1 inhib	-3	-9	-4	-2	6
EBI2 block	-19	7	-6	-14	3
CCR6 antagonist	-8	6	5	15	-12

31. COc1ccc(-n2cc(-c3ccccc3)nc2SC)cc1
32. O=C(Nc1ccccc1)Nc1nc(-c2ccc(F)cc2)cs1
33. Cc1sc2ncn(CC(=O)NCc3ccccn3)c(=O)c2c1S(=O)(=O)N1CCOCC1
34. N#Cc1cnn2cc(CCN3CCOCC3)c(-c3ccc(F)cc3)nc12
35. CCOCC(=O)Nc1cccc(NC(C)=O)c1

Assay by compound	31	32	33	34	35
Jurkat NFkB inh	-60	-4	0	-13	9
697 NFkB inh	-58	-17	6	1	3
Gli-Sufu block	-64	-17	-3	2	3
SENP8 inh	6	-9	-2	-9	-3
UBC13 inh	7	-3	-1	-6	-4
Apaf1 inhib	18	-5	-5	-1	-14
EBI2 block	42*	-1	1	-3	-6
CCR6 antagonist	12	-17	-11	5	-8

Copied from above: entries 1–12
1. CC(=O)Nc1ccc(NC(=O)/C(=C/c2ccco2)NC(=O)c2ccccc2)cc1
2. COC(=O)[C@]1(C)N[C@H](CN(C)C(=O)Nc2ccc(C)cc2)[C@@H]2C(=O)N(C)C(=O)[C@@H]21
3. CC(C)COc1ccc(CSCCNC(=S)Nc2ccccc2)cc1
4. COc1ccc(/C=C/C=C2\NC(=S)NC2=O)cc1
5. Cc1cc(C)cc(-n2ncc3c2CCCC3NC(=O)CCCn2cncn2)c1 (stereo not given)
6. COc1ccccc1N1C(=O)C2C3CC(c4ccccc4)C(C3)C2C1=O (stereo not given)
7. COc1ccccc1NC(=O)NCC(=O)Nc1ccc(F)c(F)c1

Assay by compound	1	2	3	4	5	6	7
Jurkat NFkB inh	5	2	19	-13	11	12	2
697 NFkB inh	16	0	21	0	17	18	12
Gli-Sufu block	2	-1	8	4	0	1	-1
SENP8 inh	6	-4	0	3	0	-4	4
UBC13 inh	-3	-18	6	-9	1	-5	4
Apaf1 inhib	-6	-4	10	10	-1	8	-6
EBI2 block	-20	-3	18	-1	-1	-6	-12
CCR6 antagonist	4	-5	8	28	-1	17	10

8. COc1cccc(C(=O)NCC(=O)NCc2cc(=O)n(C)c(=O)n2C)c1OC
9. CCOC(=O)N1CCN(C(=O)C2CCC(=O)N(CCCc3ccccc3)C2)CC1 (stereo not given)
10. Cc1cc(C)c2c(N)c(-c3nnc(SCc4ccc(Cl)cc4)n3C)sc2n1
11. CCCc1nccn1S(=O)(=O)c1cc(OC)ccc1OC
12. CCN(CC)c1ccc(/C=N/n2c(C)nc3ccccc3c2=O)cc1

Assay by compound	8	9	10	11	12
Jurkat NFkB inh	13	21	3	6	-7
697 NFkB inh	7	20	4	5	2
Gli-Sufu block	-17	6	3	4	-5
SENP8 inh	-2	-5	6	0	-5
UBC13 inh	2	11	10	2	0
Apaf1 inhib	0	-17	-1	-2	16
EBI2 block	-2	3	-3	-5	18
CCR6 antagonist	4	0	1	8	1

Further structures:
36. Cc1cc(N2CCC(C)CC2)nc(-n2nc(C)cc2C)n1
37. COc1ccc(CCNC(=O)CC2(CC3=NS(=O)(=O)c4ccccc4N3)CCCC2)cc1OC
38. Cc1ccc(NC(=O)COC(=O)c2ccc([N+](=O)[O-])s2)c(C)c1
39. N#CC1=C(N)C(C#N)(C#N)C2(CCC3(CC2)OCCO3)C2CC3(CC=C12)OCCO3 (stereo not given)
40. COc1cccc(C(=O)Nc2cc(C(=O)NCc3ccc(C)cc3)ccc2N2CCC3(CC2)CC(c2ccccc2)=NO3)c1

Assay by compound	36	37	38	39	40
Jurkat NFkB inh	4	0	-2	-1	13
697 NFkB inh	5	4	10	13	0
Gli-Sufu block	10	0	-10	-5	24
SENP8 inh	-1	-1	43	-4	1
UBC13 inh	5	-1	-4	0	-21
Apaf1 inhib	7	1	6	-15	5
EBI2 block	9	3	-13	-4	5
CCR6 antagonist	25	16	-20	2	-4

41. COc1ccc(S(=O)(=O)N(Cc2ccccc2)c2ccccc2C(=O)O)cc1
42. Fc1cccc(F)c1-c1nc2c(s1)CCc1onc(-c3ccc(Br)cc3)c1-2
43. CCCc1ncc(C(O)c2ccc(OC)cc2)n1C (stereo not given)
44. Cc1ccccc1NC(=O)OCCN1CCN(Cc2ccccc2)CCC1=O
45. CC(=O)N1CCN(c2ccc(S(=O)(=O)N3CCCCC3)cn2)CC1

Assay by compound	41	42	43	44	45
Jurkat NFkB inh	16	14	-4	0	-2
697 NFkB inh	9	3	3	2	-6
Gli-Sufu block	-2	-11	5	4	-1
SENP8 inh	2	3	-4	-1	7
UBC13 inh	-7	-6	-5	2	0
Apaf1 inhib	4	-2	-32	-2	-8
EBI2 block	-6	3	1	17	-7
CCR6 antagonist	7	8	-9	8	19

46. CCN(CC(=O)NCc1cccs1)C(=O)/C=C/c1ccc(OC)cc1OC
47. COc1cc(C2C(C#N)=C(N)Oc3n[nH]c(-c4cccs4)c32)cc(OC)c1O (stereo not given)
48. C/C(=N\NC(=O)c1ccc(C)cc1C)c1ccc2c(c1)Nc1ccccc1S2
49. Cc1cc2ccccc2n1CCNC(=O)c1ccccc1
50. O=C(c1ccc(F)cc1)c1c[nH]c(C(=O)NCCCN2CCOCC2)c1
51. COc1cc(NC(=S)NC(=O)c2ccc(C(C)(C)C)cc2)ccc1NC(=O)c1cccs1
52. O=C(c1cccc(-c2ccccc2F)c1)N1CC[C@@H](N2CCC(O)CC2)[C@H](O)C1
53. COc1ccc(N(CC(=O)N2CCN(Cc3ccccc3)CC2)S(C)(=O)=O)c(OC)c1

Assay by compound	46	47	48	49	50	51	52	53
Jurkat NFkB inh	4	5	-16	-9	9	-42	-7	-5
697 NFkB inh	12	20	-25	-111	13	i	-8	-3
Gli-Sufu block	-8	1	-2	5	1	-5	2	-8
SENP8 inh	9	10	-6	-2	-7	-10	1	-9
UBC13 inh	-4	84*	-7	-2	6	-6	7	-6
Apaf1 inhib	5	-1	3	24	-12	1	6	1
EBI2 block	-5	-4	-8	-2	-3	13	-6	3
CCR6 antagonist	7	59*	-35	16	3	29	-12	2
